# LmPK inhibitor: inhibitors of Leishmania mexicana pyruvate kinase | 290,000 tested, 0.37% active | Potency, µM (titrated, usually from 57.5 µM), without a hit: at the highest dose activity change, negative = inhibition, actives largely listed as inhibitors | purified LmPK, Kinase-Glo ATP luminescence, 1 h | AID 1721 | Q27686; note: potency is the fitted concentration of half-maximal effect; % is set by controls: 0 for no effect and ±100 for the full control effect
# Target sequence (Q27686 whole entry, looked up): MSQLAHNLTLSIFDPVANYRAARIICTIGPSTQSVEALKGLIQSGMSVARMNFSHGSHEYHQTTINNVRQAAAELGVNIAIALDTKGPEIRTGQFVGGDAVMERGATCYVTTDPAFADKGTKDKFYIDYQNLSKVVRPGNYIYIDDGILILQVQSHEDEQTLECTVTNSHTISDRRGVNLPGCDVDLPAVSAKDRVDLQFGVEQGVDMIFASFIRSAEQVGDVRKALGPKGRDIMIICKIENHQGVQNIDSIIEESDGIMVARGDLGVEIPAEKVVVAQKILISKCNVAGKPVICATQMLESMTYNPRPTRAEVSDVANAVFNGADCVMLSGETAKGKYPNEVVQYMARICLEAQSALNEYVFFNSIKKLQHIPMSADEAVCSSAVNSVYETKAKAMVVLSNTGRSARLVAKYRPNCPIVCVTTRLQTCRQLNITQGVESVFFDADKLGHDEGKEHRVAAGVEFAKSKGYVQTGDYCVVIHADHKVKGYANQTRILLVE
#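 Purified LmPK (0.1 nM) with 0.5 mM PEP and 0.1 mM ADP in imidazole buffer pH 7.2 with MgCl2/KCl, 1 h at room temperature. ATP formed was read by luciferase luminescence and normalized to no-enzyme and uninhibited controls.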
# HCV inhibitor: inhibitors of hepatitis C virus infection; Huh7.5.1 HCVcc-Cre infection, luciferase reporter, 44 h; Potency, µM (titrated, usually from 41.8 µM), without a hit: at the top dose activity change, negative = inhibition, hits mostly inhibitors; 340,000 tested, 3.4% active; note: potency is the fitted concentration of half-maximal effect; % is set by controls: 0 for no effect and ±100 for the full control effect
#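 Luciferase read-out (15 sec integration) after a 15 min room-temperature substrate step quantifies HCVcc-Cre infection. Cells, 1,000 per well, had compound added 4 h post-plating, then virus at ~0.5 moi, and were cultured 44 h.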
# Pf growth 48h: P. falciparum growth inhibition at 48 hours (one generation); P. falciparum luciferase growth in erythrocytes, 48 h; Potency, µM (series often up to 28.7 µM), inactives show at the highest dose activity change, negative = inhibition, usual class: inhibitors; 310,000 tested, 5.9% active; note: potency is the fitted concentration of half-maximal effect; % is set by controls: 0 for no effect and ±100 for the full control effect
#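 Luminescence readout; reporter = integrated firefly luciferase in P. falciparum. RBC culture at 2% hematocrit, 0.1% parasitemia final, 37 C/5% CO2; decreased signal taken as growth inhibition.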
# Pf growth 96h: inhibits malaria parasite growth, 96 h; 320,000 tested, 6.9% active; AID 504834; P. falciparum luciferase reporter growth, 96 h; Potency, µM (doses to about 28.7 µM), for the others: at the top dose activity change, negative = inhibition, actives largely listed as inhibitors; note: potency is the fitted concentration of half-maximal effect; % is set by controls: 0 for no effect and ±100 for the full control effect
#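 Delayed-death screen, second-generation endpoint: infected erythrocytes, 2% hematocrit, 0.05% parasitemia final; 96 hours at 37 C, 5% CO2; luciferase detection reagent; luminescence decrease equals reduced growth.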
# TbPYK inhibitor: blocks Trypanosoma brucei pyruvate kinase; Q57TT1; TbPYK enzyme, Kinase-Glo Plus ATP luminescence, 45 min; Potency, µM (doses to about 76.8 µM), without a hit: top-dose activity, negative = inhibition, usual class: inhibitors; 410,000 tested, 0.12% active; AID 624173; note: potency is the fitted concentration of half-maximal effect; % is set by controls: 0 for no effect and ±100 for the full control effect; nearly all actives have a fitted effect of over 50% in size
#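 Glycolytic pyruvate kinase of T. brucei was incubated with substrate, test compound and 130 uM ADP for 45 minutes at room temperature. Luminescent Kinase-Glo Plus signal was measured after 10 minutes.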
# Cycloheximide cs: counter-screen hit for Shiga toxin inhibitors, cycloheximide | cell reporter, cycloheximide protein synthesis inhibition counterscreen | max response, % | 300,000 tested, 12% active; in the data active = max response mostly above about 13%, no sharp cut-off; inactive = mostly below about 14%; note: read at 38.3 µM for the half of the compounds with a filed dose; 0% is about no effect
# Shiga toxin inh: inhibitors of Shiga toxin in Vero cells. Vero cells, Shiga toxin protein synthesis inhibition reporter. inhibition, % at 38.7 µM. 290,000 tested, 9.2% active; in the data active = inhibition mostly above about 28%, no sharp cut-off; inactive = mostly below about 43%; note: 0% is about no effect
# The depositor's hits bear a star; ? = inconclusive; · = no result given; ! = not active in a repeat; [ ] = remark or other dose. Unless noted, calls come from the whole dose curve; as a rule, active = well fitted curve in the direction sought with a large enough effect; inconclusive = small, poorly fitted or top-dose-only effect, or another doubt; inactive = no such curve, though single readings can be large; an effect the other way counts as inactive or inconclusive.
SMILES,LmPK inhibitor,HCV inhibitor,Pf growth 48h,Pf growth 96h,TbPYK inhibitor,Cycloheximide cs,Shiga toxin inh
CC(C)CC(=O)Nc1ccccc1Oc1ccccc1,3%,-18%,·,20%,2%,1,-2
Cc1ccc(NC(=O)/C(C#N)=C(\N)C(Cl)(Cl)Cl)nc1,-3%,10µM*,208%[activator],-8%,-3%,38*,76*
Cc1cc(C)n2nc(SCc3ccccc3F)nc2n1,4%,-8%,-1%[0.00184 µM],38%[activator],-5%,-1,16
Cc1ccc(C2CC(c3ccco3)=NN2S(C)(=O)=O)cc1 (configuration not stated),1%,6%,35%[activator],17%,4%,28*,40*
CCOc1ccc(N2CC(C(=O)N3CCc4ccccc4C3)CC2=O)cc1 (configuration not stated),-4%,-18%,?,?,5%,-4,1
CC(C)NC(=O)CSc1nc(N)c(-c2ccccc2)c(=O)[nH]1,0%,-6%,12%,8%,-2%,1,9
Cn1nc(C(=O)NCc2ccccc2CN2CCCC2)c2ccccc2c1=O,·,?,?,15µM*,1%,·,·
CC(CC(=O)Nc1ccccc1C(F)(F)F)c1ccccc1 (configuration not stated),-4%,4%,8%,95%[activator],-6%,0,15
O=C(Nc1cccc(C(F)(F)F)c1)C(Sc1n[nH]c(=O)[nH]c1=O)c1ccccc1 (configuration not stated),4%,6%,-21%,?,1%,5,-4
FC(F)(F)c1cc(Cl)c2nnc(-c3ccccn3)n2c1,1%,-7%,·,-13%,-6%,-3,-2
Cn1cnc([N+](=O)[O-])c1Sc1nc2ccccc2[nH]1,1%,-8%,?,?,-2%,0,-5
Cc1ccc(NC(=O)CSCC(=O)N(C)CCOc2ccc(Cl)cc2)cc1,·,-8%,?,-19%,-3%,·,·
COC(=O)c1ccc(NC(=S)NCCc2ccccc2)cc1,5%,-7%,-9%,?,-1%,-1,-3
Cc1nc2c(C)cccc2cc1C(=O)N/N=C/c1cccnc1,-5%,?,2%,-28%,0%,-4,-8
CSCC[C@H](NC(=O)[C@@H]1Cc2ccccc2CN1)C(=O)NC[C@H]1CC[C@H](C(=O)O)CC1,-7%,12%,-9%,7%,3%,-3,1
COc1ccc(CNc2nc3ccccc3n2CCN2CCCCC2)cc1,5%,-20%,-30%[5.75 µM],?,2%,-3,-1
CCN(CC)S(=O)(=O)c1cc(NC(=O)Cc2ccsc2)ccc1C,-2%,13µM*,?,?,-2%,-4,24
Fc1ccc(CO/N=C/C2=C(Cl)c3ccccc3CC2)cc1,-7%,-13%,40%[activator],11%,4%,12*,80*
O=C1Nc2cc(Cl)cnc2N2CCCC12 (configuration not stated),-10%,?,-25%,4.1µM*,?,-2,-15
Cc1cc(C)n(-c2ccccc2[N+](=O)[O-])n1,-3%,0%,21%,112%[activator],0%,-1,3
COc1cc(CN2CCCC(C)C2)cc([N+](=O)[O-])c1O (configuration not stated),7%,19%,6%,0%,-12%,-4,-28
CCOCc1c(C(=O)Nc2cc(OCC)c(N3CCOCC3)cc2OCC)oc2ccccc12,-1%,4%,35%[activator],?,-6%,4,13
CC(=O)Nc1ccc2nc(NC(=O)c3ccc([N+](=O)[O-])s3)sc2c1,2%,·,?,-2%,·,15,26
O=[N+]([O-])c1ccc(C2CCCC/C2=N\OCc2cccc(F)c2)c([N+](=O)[O-])c1 (configuration not stated),-2%,-25%,34%[activator],?,7%,1,-2
NC(=O)c1ccc(-c2noc(-c3cccc(Cl)c3)n2)cc1,·,·,142%[activator],139%[activator],-2%,·,·
CSc1cccc(NC(=S)NCCCN2CCN(c3ccc(F)cc3)CC2)c1,12%,25%,?,8.3µM*,-1%,-1,-12
COc1ccc(N(CC(=O)NC2CCCCC2)S(=O)(=O)c2cccnc2)cc1,-6%,8%,·,?,0%,17,-4
CCOC(=O)c1nnn2c1nc(N1CCN(c3ccccc3)CC1)c1ccccc12,6%,4%,5.2µM*,2.6µM*,5%,-4,-6
CC1CCN(CC(=O)N(C)c2c(N)n(Cc3ccccc3)c(=O)[nH]c2=O)CC1,·,15%,12%,43%[activator],8%,·,·
Cc1ccc2c(c1)c1c(n2CC(O)CNC2CCCC2)CCCC1 (configuration not stated),0%,?,-53%,?,-1%,-3,-18
O=C(c1cccc2ccccc12)C1CCCN(C(=O)c2ccc(N3CCOCC3)cc2)C1 (configuration not stated),4%,?,?,-1%,3%,22,41
O=C(COc1ccc(S(=O)(=O)N2CCOCC2)cc1)NCCCn1ccnc1,10%,10%,-4%,-14%,-2%,-4,-16
CC1(C)CC(=O)C2=C(C1)NC1=C(C(=O)c3ccccc31)C2c1cc([N+](=O)[O-])ccc1O (configuration not stated),-2%,-16%,?,-18%,-10%,1,-12
COc1ccccc1CCc1nnc(CCC(=O)N(C)Cc2cccc3ncccc23)o1,2%,?,?,45%[1.15 µM],-2%,12,27
CCC(CC)c1nnc(NC(=O)CSCC(=O)Nc2cc(C)on2)s1,·,11%,-1%,?,-8%,·,·
COc1ccc(C2=NC(=O)/C(=C\c3cc(OC)c(OC)c(OC)c3)O2)cc1,5%,35%[activator],16%,0.93µM*,-13%,2,13
O=S(=O)(c1ccccc1Cl)N1CCC(Cc2ccccc2)CC1,4%,-12%,-13%,?,-4%,7,5
COc1ccccc1NC(=O)c1ccc(NC2=NC3CS(=O)(=O)CC3S2)cc1 (configuration not stated),-3%,3%,-22%,16%,0%,-1,-5
O=[N+]([O-])c1ccccc1Nc1c2ccccc2nc2ccccc12,1%,?,?,?,2%,-3,-12
Cn1c(=O)c2cc(S(=O)(=O)N3CCC(c4ccccc4)CC3)ccc2n(C)c1=O,-3%,13%,-9%,·,0%,-3,-1
Nc1nc(=S)c2[nH]cnc2[nH]1,·,1.3µM*,8.3µM*,?,14µM*!,·,·
NNC(=O)c1[nH]c2ccc([N+](=O)[O-])cc2c1-c1ccccc1,-2%,?,-21%,?,-3%,-5,-5
O=C(O)CC/C(=C\c1ccc(N2CCCC2)c([N+](=O)[O-])c1)c1nc2ccccc2s1,5%,12%,12%,6%,-5%,9,32
CC1C/C(=N/Nc2nc3ccccc3[nH]2)CC(C)(C)C1 (configuration not stated),-1%,?,3.7µM*,2.1µM*,-3%,33*,69*
C=CCn1c(COc2cccc(C)c2)nnc1SC(C)C(=O)NC1CC1 (configuration not stated),·,2%,?,13µM*,1%,·,·
O=C(Nc1cccc([N+](=O)[O-])c1)c1ccc2nc(N3C(=O)CCC3=O)sc2c1,6%,-26%,16%,319%[activator],·,-4,-27
CC(OC(=O)CCNS(=O)(=O)c1cccs1)C(=O)Nc1ccc(S(N)(=O)=O)cc1 (configuration not stated),·,14%,-18%,20%,1%,·,·
Cc1cc(OCC(=O)NCc2ccncc2)c2c(C)c(C)c(=O)oc2c1,-1%,?,?,?,-2%,-2,26
CN(c1ccccc1)S(=O)(=O)c1ccc(Cl)nc1,2%,-3%,10%,13%,3%,8,14
Cc1ccc(-c2nnc(SCC(=O)Nc3ccccc3F)o2)cc1,7%,-9%,·,?,-2%,16*,-3
CCCCN(C)CCN1C(=O)C2C(C(=O)Nc3ccc(C)cc3)C3C=CC2(O3)C1C(=O)NC1CCCCC1 (configuration not stated),1%,-3%,?,?,-10%,-4,3
Cc1c(NC(=O)Cc2noc3ccccc23)cccc1[N+](=O)[O-],-1%,9%,-8%,-5%,2%,9,15
C/C(=N\NC(=O)c1nnn(-c2nonc2N)c1-c1ccccc1)c1cccnc1,-7%,8%,2%,-26%,-2%,-2,-2
CC(=O)c1cccc(OCC(=O)N2CCCc3ccccc32)c1,1%,-5%,-14%,1%,-9%,23*,32
CCc1nnc(NC(=O)C(=O)NCCOC(=O)c2ccccc2Cl)s1,?,-4%,?,?,-13%,-1,32
CCN(CC)c1ccc(/C=N/Nc2ccccc2)c(O)c1,-1%,-18%,?,?,2%,23*,29
COCCn1cc(C(=O)NCCN(C)C)c2c3ccccc3n(C)c2c1=O,-3%,7%,5%,44%[activator],-2%,-1,12
CCN(CC)C(=O)C(=O)N/N=C/c1ccc(Br)cc1,1%,-13%,2%,37%[activator],-1%,11,4
O=c1[nH]nc(Cc2ccc(-c3ccc(Cl)cc3)o2)c2ccccc12,12%,4%,28%,59%[activator],-5%,10,4
CCOC(=O)N1CCN(c2c(N3CCN(c4cccc(C)c4C)CC3)c(=O)c2=O)CC1,8%,12%,·,0%,2%,-8,-3

# Looked up by compound from the list above:
SMILES,LmPK inhibitor,HCV inhibitor,Pf growth 48h,Pf growth 96h,TbPYK inhibitor,Cycloheximide cs,Shiga toxin inh
O=[N+]([O-])c1ccccc1Nc1c2ccccc2nc2ccccc12,1%,?,?,?,2%,-3,-12
CCOC(=O)N1CCN(c2c(N3CCN(c4cccc(C)c4C)CC3)c(=O)c2=O)CC1,8%,12%,·,0%,2%,-8,-3
CSc1cccc(NC(=S)NCCCN2CCN(c3ccc(F)cc3)CC2)c1,12%,25%,?,8.3µM*,-1%,-1,-12
COc1ccc(N(CC(=O)NC2CCCCC2)S(=O)(=O)c2cccnc2)cc1,-6%,8%,·,?,0%,17,-4
O=S(=O)(c1ccccc1Cl)N1CCC(Cc2ccccc2)CC1,4%,-12%,-13%,?,-4%,7,5

# (listing goes on)
SMILES,LmPK inhibitor,HCV inhibitor,Pf growth 48h,Pf growth 96h,TbPYK inhibitor,Cycloheximide cs,Shiga toxin inh
OC(CNCc1ccccc1Cl)COc1ccc(F)cc1 (configuration not stated),-3%,-3%,?,?,0%,-3,-6
CC(C)c1[nH]nc2c1C(C1C=CCCC1)C(C#N)=C(N)O2 (configuration not stated),1%,?,?,?,-4%,0,16
O=C(NCC(=O)N1CCN(c2ccccc2O)CC1)c1ccc2c(c1)OCO2,1%,-24%,?,94%[activator],6%,6,-4
Cc1nnc(NC(=O)CS(=O)(=O)Cc2ccccc2)s1,1%,10%,9%,5%,-6%,-5,1
CC(=O)C1=C(O)C(=O)N(CCCCCC(=O)O)C1c1ccc(N(C)C)cc1 (configuration not stated),0%,?,14%,·,-8%,2,-25
O=C(CN1CCN(S(=O)(=O)c2ccc(Cl)cc2)CC1)Nc1ccc2c(c1)OCCO2,5%,11%,?,?,0%,-1,-25
Cc1ccc(NC(=O)c2cnccn2)c(Br)c1,10%,12%,53%[activator],?,2%,26*,·
O=C(c1cccs1)n1nc(-c2ccccc2)nc1NCc1ccco1,5%,-5%,25%,?,-15%,-4,7
COc1ccc(OCC(=O)Nc2c(Cl)ccc3nsnc23)cc1,-17%,·,7%,-14%,-1%,-3,-4
Cc1nn(C)cc1CNCc1c(C(=O)N2CCCCC2)nc2c(C)cccn12,2%,7%,-5%,8%,-9%,-3,-7
CCC(=O)Nc1cccc(-c2ccc(N3CCC(C)CC3)nn2)c1,-19%,-5%,40%[activator],14%,-7%,45*,64*
O=C(NC(O)C(=O)c1ccccc1)c1ccccn1 (configuration not stated),-7%,6%,-20%,-5%,-2%,26*,38*
CN(CC(=O)Nc1cccc(F)c1)C(=O)CSc1nc2ccccc2s1,·,?,-1%,19%,-5%,·,·
Cc1ccc2c(c1)C1CN(C)CCC1N2S(=O)(=O)c1cc(C(F)(F)F)ccc1Cl (configuration not stated),·,?,9.3µM*,-120%,-2%,·,·

# High-throughput results from PubChem BioAssay.
